VLA-4 inh: inhibition in a human VLA-4 binding assay. 330,000 compounds, 0.2% hits. P13612. inhibition, % (about 7 µM as worked out from the volumes in the protocol). AID 2557. VLA-4 expressing cells, ligand binding flow cytometry; in the data active = inhibition above about 50%
PME-1 inh: blocks human protein phosphatase methylesterase 1. recombinant PME-1, FP-Rh probe fluorescence polarization. inhibition, % at 5.9 µM. Q9Y570. 320,000 compounds, 0.53% hits. AID 2130;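 active = inhibition above the campaign mean of all compounds plus 3 SD, cut at about 26% in these data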;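 also: competitive labeling of PME-1 active site by serine hydrolase directed probe; 0% = PME-1 with DMSO and 100% = wells lacking PME-1 enzyme; inhibitors block probe labeling so polarization falls and inhibition rises; many of its hits are not listed in these tables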
Target sequence (Q9Y570 whole entry, looked up): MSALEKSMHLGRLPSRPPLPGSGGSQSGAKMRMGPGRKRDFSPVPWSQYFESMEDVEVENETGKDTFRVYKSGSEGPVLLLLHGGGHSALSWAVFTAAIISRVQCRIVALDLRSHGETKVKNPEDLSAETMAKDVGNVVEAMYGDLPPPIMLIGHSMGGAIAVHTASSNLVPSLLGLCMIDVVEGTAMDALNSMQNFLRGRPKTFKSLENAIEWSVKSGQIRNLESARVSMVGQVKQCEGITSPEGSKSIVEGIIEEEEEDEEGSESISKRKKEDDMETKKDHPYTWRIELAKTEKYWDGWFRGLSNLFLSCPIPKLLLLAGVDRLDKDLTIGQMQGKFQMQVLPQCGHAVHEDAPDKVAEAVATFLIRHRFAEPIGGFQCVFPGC
MEX-5 binding: C. elegans MEX-5 TCR-2 RNA binding activity; Q9XUB2; MEX-5/FITC-TCR2 RNA binding, fluorescence polarization; stronger effect = lower value; activity score (negative = inhibition of binding), % at 10 µM; 300,000 compounds, 0.38% hits; AID 1832;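 active = inhibition past about -25% in most replicates, and total fluorescence under double the plate's negative control median, limit read from the data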;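 also: 0% = DMSO and -100% = 5 µM competing unlabeled TCR2 RNA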
Target sequence (Q9XUB2 whole entry, looked up): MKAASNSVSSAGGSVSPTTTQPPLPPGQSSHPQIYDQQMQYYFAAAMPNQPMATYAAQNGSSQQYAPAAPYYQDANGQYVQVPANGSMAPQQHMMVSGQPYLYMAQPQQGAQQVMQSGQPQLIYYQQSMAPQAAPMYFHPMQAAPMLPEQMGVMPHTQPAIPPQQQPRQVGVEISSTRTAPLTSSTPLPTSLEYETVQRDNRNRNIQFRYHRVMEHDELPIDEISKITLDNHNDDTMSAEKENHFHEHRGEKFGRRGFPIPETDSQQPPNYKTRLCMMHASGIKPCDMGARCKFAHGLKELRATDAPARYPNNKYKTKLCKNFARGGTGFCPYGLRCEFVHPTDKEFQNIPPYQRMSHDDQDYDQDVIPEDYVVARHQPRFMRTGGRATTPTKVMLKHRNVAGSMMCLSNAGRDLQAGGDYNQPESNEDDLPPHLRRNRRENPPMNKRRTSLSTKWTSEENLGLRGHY
MCL1-BIM inh: MCL1-BIM-BH3 interaction inhibition (human) | Q07820 | GST-MCL1 / FITC-Bim-BH3 fluorescence polarization | inhibition, % at 10.9 µM | 320,000 compounds, 0.68% hits | AID 2057;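 active = inhibition above the mean inhibition of all tested compounds plus 3 SD, set per campaign, cut at about 40% in these data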;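 also: 0% = DMSO wells and 100% = unlabeled Bim-BH3 peptide control; higher means more loss of mP so more displacement of Bim peptide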
GLD-1 TGE inh: GLD-1-TGE RNA interaction inhibition (C. elegans); purified GLD-1 + fluorescein TGE RNA, fluorescence polarization; inhibition, % at 5.96 µM; 320,000 compounds, 0.44% hits; AID 2280;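 active = percent inhibition above a per-plate cutoff, the plate mean of test compounds plus 3 SD, cut at about 30% in these data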;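 also: 0% = DMSO wells with GLD-1 and probe and 100% = wells lacking GLD-1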
Fam108B inh: blocks mouse Fam108B hydrolase in RBBP9 counter-screen | recombinant Fam108B, FP-Rh probe fluorescence polarization | 300,000 compounds, 0.33% hits | inhibition, % at 9.51 µM | AID 1947;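 active = inhibition above the screen mean inhibition plus 3 SD, computed separately per campaign, cut at about 18% in these data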;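 also: inhibitors lower polarization as less probe binds the enzyme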
Efflux pump mplx: blocks antifungal efflux pumps in multiplex yeast assay | S. cerevisiae Candida pump triplex, Nile Red efflux | inhibition, % at 10 µM | 330,000 compounds, 0.44% hits;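 active = plate passing quality check with inhibition over a set limit, or well fluorescence over plate mean plus 4 SD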;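 also: Nile Red retained in pooled yeast measured as flow cytometry median fluorescence; 0% = buffer negative control and 100% = Enniatin B positive control; higher means more Nile Red kept so more efflux inhibition; some compounds called inactive have numbers as strong as hits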
GRK2 aptamer HTS: human GRK2 inhibition via aptamer displacement | P25098 | bead flow cytometry, FAM-aptamer displacement from GRK2 | 330,000 compounds, 0.59% hits | inhibition of aptamer binding, % at 10 µM;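 active = inhibition of aptamer binding above 40%, roughly 3 SD of noise, on plates passing a quality check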;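 also: median bead fluorescence of bound FAM aptamer so fluorescent compounds give negative values; no value below 0 was filed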
Bcl-xL primary: blocks human Bcl-xL binding to Bim BH3 peptide; GST-Bcl-xL / FITC-Bim BH3 peptide fluorescence polarization; inhibition, % at 10.9 µM; 320,000 compounds, 0.7% hits;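 active = inhibition above the mean of all tested compounds plus 3 SD, cutoff set per campaign, cut at about 30% in these data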;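 also: 0% = DMSO wells and 100% = unlabeled Bim-BH3 peptide competitor; inhibitors lower millipolarization by displacing the labeled peptide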
Target sequence (Q07817 whole entry, looked up): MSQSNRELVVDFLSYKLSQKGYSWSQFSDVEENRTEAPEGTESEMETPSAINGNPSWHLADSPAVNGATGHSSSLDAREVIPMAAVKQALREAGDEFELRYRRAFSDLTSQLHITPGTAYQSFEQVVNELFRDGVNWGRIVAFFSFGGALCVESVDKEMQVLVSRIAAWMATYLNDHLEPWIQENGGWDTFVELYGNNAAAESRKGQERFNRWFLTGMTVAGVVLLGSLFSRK
* hit, by the source's call; . = not tested or not shown. An excerpt; rates above refer to the full screens.

SMILES | VLA-4 inh | PME-1 inh | MEX-5 binding | MCL1-BIM inh | GLD-1 TGE inh | Fam108B inh | Efflux pump mplx | GRK2 aptamer HTS | Bcl-xL primary
Cc1ccccc1-n1c(=O)n(Cc2ccccc2)c(=O)c2[nH]cnc21 | 25 | 2 | -2.1 | 2 | 1 | -1 | 0.1 | 1 | 5
CC(C)c1cc(C(=O)N2CCCC(CCC(=O)NCc3ccccc3F)C2)n(C)n1 (stereo unspecified) | 5 | 6 | 1.3 | -3 | 7 | 4 | 0.0 | 0 | 0
CCn1c(CSc2ncn[nH]2)nc2cc(C(=O)O)ccc21 | 1 | 3 | -0.5 | 14 | 16 | 7 | 0.0 | 2 | 17
Cc1ccc(CS(=O)Cc2ccc(C(=O)NCc3ccccc3)o2)cc1 (stereo unspecified) | 2 | -1 | -1.7 | 0 | 0 | -3 | 0.2 | 0 | 1
O=C(Nc1cccc(O)c1)c1cc(-c2ccco2)on1 | -10 | -3 | -5.6 | 0 | 4 | -6 | -0.1 | 0 | 0
O=C(CSc1nnc(Cc2ccsc2)o1)c1ccccc1 | 31 | 6 | 0.3 | 2 | 2 | 3 | 0.3 | 3 | 0
O=S(=O)(N1CCCCC1)n1c(Cc2ccccc2)nc2ccccc21 | 5 | 3 | 0.0 | -3 | 1 | -2 | 0.0 | 3 | 7
O=C(NNC(=O)c1ccc(=O)[nH]c1)c1ccc(NS(=O)(=O)c2cccs2)cc1 | 0 | 2 | . | 5 | -5 | . | -0.2 | 0 | 3
Cc1ccc(OCCn2c(=O)cnc3ccccc32)cc1 | 13 | 4 | 1.8 | 0 | -2 | 2 | 0.0 | 0 | 1
Cn1c(=O)c2[nH]cnc2n(-c2ccccc2)c1=O | 15 | -7 | -1.1 | 4 | 10 | -1 | 0.0 | 0 | 5
Cc1ccc(NS(=O)(=O)c2c(C(=O)N3CCCCCC3)c(C)n(C)c2C)cc1C | 10 | 0 | -1.9 | -7 | 7 | 1 | 0.0 | 2 | 3
CCn1c(Cc2ccccc2)nnc1SC(C)C(=O)NC1CC1 (stereo unspecified) | 8 | 2 | 3.1 | -3 | 1 | -1 | -0.1 | 0 | 5
Cc1ccc(NC(=S)N(CCCN2CCOCC2)Cc2cccs2)c(C)c1 | -7 | 2 | 1.3 | 9 | 9 | 8 | -0.8 | 3 | 1
Cc1ccc(C(=O)O)cc1S(=O)(=O)N1CCCC1 | 2 | -2 | 2.3 | 5 | 3 | 2 | -0.1 | 0 | 6
O=C(Cc1ccccc1)N1CCC(C(=O)N2CCN(c3ccc(F)cc3)CC2)CC1 | -1 | 4 | 0.4 | 0 | 1 | 2 | 0.0 | 1 | -4
O=C(O)c1ncsc1-c1ccccc1 | -2 | -2 | 0.1 | 8 | 2 | 0 | -0.1 | 0 | 9
COc1ccc(Cc2nc3ccc(C(=O)NCC4COCCO4)cc3o2)cc1 (stereo unspecified) | -20 | -1 | -2.9 | 8 | 1 | 0 | -0.2 | 15 | 5
Cc1ccc(NC(=O)c2cc(=O)[nH]c3ccccc23)cc1C | -6 | . | 0.3 | . | . | . | 0.1 | 0 | .
COC(=O)c1sc(N)c(C(=O)OC)c1CSc1nnnn1C | 3 | -1 | 0.7 | -5 | 4 | 1 | -0.3 | 0 | -2
Cc1cc(=O)oc2cc(NC(=O)CCC(=O)O)ccc12 | 16 | 0 | -3.7 | 4 | -3 | 2 | 0.0 | 0 | 4
C#CCOCCOCCOCCNc1nc(N2CCN(C(=O)[C@H]([C@@H](C)CC)n3cc([C@@H](N)Cc4ccc(O)cc4)nn3)CC2)nc(N2CCN(C(=O)[C@H](Cc3cc4ccccc4[nH]3)n3cc([C@@H](N)CC(C)C)nn3)CC2)n1 | 8 | 1 | . | -3 | -5 | -1 | 0.3 | 1 | 0
COc1ccc(-n2nnnc2SCC(=O)Nc2ccc3c(c2)OCCO3)c(OC)c1 | 7 | 0 | -2.4 | 5 | 1 | 4 | 0.1 | 5 | 3
CC(Sc1nnc(N)s1)C(=O)Nc1nccs1 (stereo unspecified) | 3 | 0 | -2.7 | 9 | 1 | -3 | 2.6 | 1 | -3
Cc1cc2oc(C(=O)Nc3ccc(S(=O)(=O)Nc4onc(C)c4C)cc3)cc(=O)c2cc1Cl | 5 | -3 | -1.7 | 1 | 6 | 11 | 0.0 | 0 | 7
Cc1cccc(OCCn2nc(C(=O)O)c3ccccc3c2=O)c1 | -1 | 9 | -1.3 | -5 | 7 | 6 | -0.1 | 0 | 1

More entries
SMILES | VLA-4 inh | PME-1 inh | MEX-5 binding | MCL1-BIM inh | GLD-1 TGE inh | Fam108B inh | Efflux pump mplx | GRK2 aptamer HTS | Bcl-xL primary
CCCCC1=NN(C(=O)c2ccncc2)C(O)(C(F)(F)F)C1 (stereo unspecified) | 17 | -2 | -0.6 | 1 | -2 | 3 | 0.1 | 5 | 1
O=C(COC(=O)c1cccs1)Nc1nnc(-c2ccccc2)o1 | 1 | -3 | -3.4 | -9 | 7 | 1 | -0.1 | 0 | -7
C=CCn1c(=S)[nH]c2cc(C(=O)Nc3ccc(OC)c(OC)c3)ccc2c1=O | 4 | -1 | -1.6 | 0 | 5 | -2 | -0.2 | 1 | 3
CCOc1ccccc1C(=O)NCC(=O)Nc1ncccc1C | 1 | 0 | 0.1 | 7 | 4 | 3 | -0.1 | 0 | 7
COc1cc(/C=N/NC(=O)c2cc(O)cc(O)c2)ccc1OC(=O)c1ccccc1 | 9 | . | -3.1 | . | . | . | -0.1 | 44* | .
COc1ccc(C2(CNC(=O)/C=C\c3ccco3)CCCC2)cc1OC | 1 | 2 | 2.8 | -1 | -7 | 2 | -0.1 | 48* | 3
NC(N)=NS(=O)(=O)c1ccc(NC(=S)NC(=O)/C=C/c2ccccc2)cc1 | 9 | 0 | -1.9 | 11 | -1 | -2 | 0.1 | 0 | 6
COC(=O)[C@@]1(Cc2ccccc2)[C@@H]2C(=CC(=O)[C@H]2CC(=O)C(=O)N(C)C)CN1C(=O)c1ccccc1 | 0 | 9 | 2.1 | 1 | 4 | -3 | -0.1 | 2 | 3
Cc1ccc(C(=O)Oc2cccnc2)cc1[N+](=O)[O-] | 2 | 1 | -1.7 | 3 | 2 | 1 | -0.1 | 0 | 6
Oc1ccc2ccc3[nH]cnc3c2c1 | -24 | -8 | -6.9 | -1 | -5 | -1 | -0.3 | 5 | 4
C=CCn1c(O)c(N=NC(=O)CNC(=O)c2ccncc2)c2ccccc21 | -6 | -14 | -1.1 | -1 | 5 | 1 | -0.6 | 3 | -1
O=C(Nc1cc(=O)[nH]c(=O)[nH]1)c1cc(Cl)ccc1Cl | -2 | -5 | -1.9 | 3 | 1 | 0 | 0.1 | 0 | 3
C=CCNCCCCOc1c(Cl)cc(C)cc1Br | -1 | 0 | -2.4 | 0 | 4 | 0 | -0.1 | 0 | 1
CCCC1=Nc2cc(C(=O)N3CCC(C(N)=O)CC3)ccc2Sc2ccccc21 | -2 | 6 | -1.5 | 1 | 7 | 2 | -0.6 | 1 | 6
COCCSc1nnc(NC(=O)C2CC(=O)N(c3ccccc3)C2)s1 (stereo unspecified) | 10 | 2 | 0.7 | 7 | 9 | 0 | 0.0 | 1 | 6
CCN(C[C@H]1N[C@@](C)(C(=O)OC)[C@H]2C(=O)N(C)C(=O)[C@@H]12)C(=O)Nc1ccc(C(F)(F)F)cc1 | -15 | . | . | . | 6 | . | 0.1 | 0 | .
COc1ccc(Br)cc1C(=O)NC(=S)Nc1cc(-c2nc3ccccc3[nH]2)ccc1C | -16 | -56 | -2.1 | -7 | -7 | -47 | 0.2 | 0 | 2
NC(=O)C1CCN(C(=O)/C(=C/c2ccccc2)NC(=O)c2ccccc2)CC1 | -1 | . | -1.8 | . | . | . | 0.1 | 0 | .
COc1cc2nc(CN3CCOCC3)n(CC(=O)NCC(F)(F)F)c(=O)c2cc1OC | 0 | -1 | 0.5 | -3 | -4 | 6 | 0.2 | 1 | -12
CCCC1=C(C(=O)OCC)C(c2ccco2)C(C#N)=C(N)O1 (stereo unspecified) | 6 | 5 | -4.0 | 11 | 5 | 2 | 0.0 | 0 | 17
CC1(C)CC(=O)C=C(NCc2ccncc2)C1 | 1 | 0 | 2.5 | 1 | 2 | 1 | 0.0 | 0 | 2
Cc1ccc(NC(=O)C2C3C=CC4(O3)C2C(=O)N(CCCN2CCOCC2)C4C(=O)NC2CCCCC2)cc1Cl (stereo unspecified) | 17 | -1 | 1.8 | -3 | 8 | -2 | -0.2 | 2 | 2
Cc1cccc(C)c1NC(=O)C1NC(=O)CC1c1ccccc1 (stereo unspecified) | -17 | 5 | 0.8 | 10 | 1 | -1 | -0.2 | 4 | 6
CC1CCN(C(=O)c2ccc(NS(=O)(=O)c3cccs3)cc2)CC1 | -2 | 0 | -1.8 | -7 | -11 | -1 | 0.0 | 1 | 1
CCN(CC)S(=O)(=O)c1cc(C)ccc1SC | -21 | -3 | -1.1 | 8 | -3 | 1 | -0.1 | 1 | 3

Continued.
SMILES | VLA-4 inh | PME-1 inh | MEX-5 binding | MCL1-BIM inh | GLD-1 TGE inh | Fam108B inh | Efflux pump mplx | GRK2 aptamer HTS | Bcl-xL primary
CC(C)(C)c1nn2cnnc2n(/N=C/c2ccc(O)cc2)c1=O | 19 | 0 | -2.0 | 4 | -1 | 4 | 0.2 | 4 | 0
C=CCn1c(SCC(=O)NC2CC2)nnc1-c1cccc(OC)c1 | 2 | 2 | 1.7 | -2 | 1 | -2 | 0.1 | 0 | -5
CCOC(=O)c1c(C)[nH]c(C(=O)OCC(=O)NCc2ccc(F)cc2)c1C | -19 | -10 | . | 4 | -4 | . | -0.2 | 0 | 6
Cc1cc(N(CN2CCCC2=O)C(=O)c2ccc(OC(C)C)cc2)no1 | -19 | -12 | 2.2 | 3 | 5 | -6 | -0.4 | 0 | 4
COCCN(C(=O)CNC(=O)c1ccco1)C(C(=O)NC1CCCCC1)c1cccc(OC)c1 (stereo unspecified) | 3 | -6 | 1.1 | -12 | -1 | -8 | 0.2 | 0 | -8
CC(C)CC(NC(=O)C(COCc1ccccc1)NC(=O)OC(C)(C)C)C(=O)NN (stereo unspecified) | 11 | -11 | 0.8 | -2 | 5 | -4 | 0.4 | 0 | 0
CCC(C)(C)NC(=O)C(c1ccc(OC)cc1)N(CCOC)C(=O)CCC(=O)Nc1nccs1 (stereo unspecified) | 5 | 2 | 1.9 | 6 | 4 | -3 | 0.4 | 0 | 0
Cc1cccc(-c2nc(CN3CCN(C(=O)C4CCCO4)CC3)cs2)c1 (stereo unspecified) | 5 | -2 | 3.4 | 10 | 10 | 4 | -0.7 | 2 | 4
O=C(NCc1cccc(C(F)(F)F)c1)C1CC(c2cccc(F)c2)=NO1 (stereo unspecified) | 0 | 4 | -1.1 | 9 | 4 | -4 | -0.1 | 1 | 7
O=S(=O)(Nc1ccccn1)c1cccs1 | 3 | 2 | 2.0 | -2 | 2 | 4 | 0.2 | 0 | 6
CCCc1ccc(C(=O)NC(=O)c2ccccc2O)cc1 | 8 | -3 | 2.4 | 11 | 5 | 5 | -0.3 | 2 | 7
CCNC(=O)C(=O)Nc1cc2c3c(c1)CCC(=O)N3CCC2 | 17 | -2 | -2.9 | -5 | -3 | 5 | 0.1 | 2 | 3
CCOC(=O)C1CCN(C(=O)Nc2ccc(Cl)cc2)CC1 | 1 | 2 | 2.4 | 4 | 8 | 1 | -0.1 | 0 | 6
CC1=C([N+](=O)[O-])C(c2cccc(Br)c2)C2=C(N1)c1ccccc1C2=O (stereo unspecified) | -24 | 33* | 0.8 | 11 | 2 | 15 | -0.1 | 0 | 16

Screens deposited in PubChem by several laboratories.
